# D1 mod = allosterically modulates the human D1 dopamine receptor; HEK293 D1, CRE-luciferase, dopamine EC30 potentiation; actives deviate in either direction; B-score at 10 µM; 5.9% of 58,000 active;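 active means luminescence count or its row- and column-corrected plate score outside the 99.7% band of the plate's sample wells, on either side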
# RORA act = activators of human nuclear receptor RORA; 1.5% of 65,000 active; AID 560; activation, % at 10 µM; CHO-K1 Gal4-RORA LBD luciferase reporter, luminescence; percent increase over mock-subtracted basal signal; P35398;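 active means activation above the mean of all tested compounds plus 3 SD, cut at about 49% in these data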;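 further: 0% = DMSO-treated RORA cells and 100% = added signal equal to DMSO minus mock-transfected cells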
# Hsp90 inh = displaces geldanamycin probe from tumor Hsp90; NCI-N417 lysate Hsp90, Cy3B-geldanamycin FP displacement; 0.35% of 64,000 active; inhibition, % at 30 µM;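 active means inhibition above 50%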;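 further: 0% = tracer plus lysate wells and 100% = tracer alone without lysate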
# Cdc25B inh = human M-phase inducer phosphatase 2 inhibition; P30305; recombinant Cdc25B, OMFP fluorescence Ex485/Em525; inhibition, %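 (compounds tested at 10 µM final in the well)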; 0.1% of 65,000 active; in the data active means inhibition above about 50%
# Her2 expr inh = lowers expression of human Her2 kinase. P04626. SKBR-3 HER2 protein level, AlphaScreen, 18-24 h; active compounds read low. HER2 level % of control, % at 10 µM. 0.69% of 65,000 active;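 active means HER2 level under 5% of the carrier-only control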;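 further: 100% = DMSO carrier and 0% = 500 nM PU-H71 HSP90 inhibitor; lower value means stronger loss of Her2 protein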
# SF1 activator = activators of human nuclear receptor SF-1; Q13285; CHO-K1 Gal4-SF-1 LBD luciferase reporter; % increase over DMSO SF-1-specific signal; activation, % at 10 µM; 1.9% of 65,000 active;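 active means activation above the mean activation of all tested compounds plus 3 SD, cut at about 50% in these data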
# Target sequence (Q13285 whole entry, looked up, the tested form may be a part): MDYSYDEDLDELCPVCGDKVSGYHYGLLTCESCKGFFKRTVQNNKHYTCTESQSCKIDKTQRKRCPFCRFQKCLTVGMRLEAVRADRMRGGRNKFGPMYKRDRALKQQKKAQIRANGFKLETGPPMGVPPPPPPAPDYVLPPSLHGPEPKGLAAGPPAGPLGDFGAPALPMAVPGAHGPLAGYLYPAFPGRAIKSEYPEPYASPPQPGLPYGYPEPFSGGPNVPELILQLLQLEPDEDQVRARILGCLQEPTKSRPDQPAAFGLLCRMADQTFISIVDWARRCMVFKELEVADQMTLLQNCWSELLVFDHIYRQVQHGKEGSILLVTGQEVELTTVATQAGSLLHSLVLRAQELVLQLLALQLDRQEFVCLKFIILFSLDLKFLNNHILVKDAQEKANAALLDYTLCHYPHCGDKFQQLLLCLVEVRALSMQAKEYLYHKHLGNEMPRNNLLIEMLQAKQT
#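 Assay system: CHO-K1 cells co-transfected with Gal4 DBD–human SF-1 LBD, 5xGal4 luciferase reporter; doses: 10 µM only; incubation: 20 h compound exposure at 37 °C after 1 h cell settling; signal: luciferase light emission; evaluation: percent activation versus DMSO; repeats: one test per compound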
# MKP-1 inh = blocks human MKP-1 phosphatase activity; P28562; recombinant MKP-1, OMFP hydrolysis fluorescence; inhibition, %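 (compounds tested at a single concentration somewhere between 10 and 100 µM)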; 0.15% of 65,000 active; AID 374;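 active means inhibition above about 50%, limit read from the data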;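 further: 0% = DMSO max control wells and 100% = wells with enzyme stopped by NaOH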
# FXIIa mix inh = factor XIIa (human) inhibition, mixture screen | purified FXIIa, fluorogenic substrate, pooled mixtures | P00748 | inhibition, % at 5 µM | 0.2% of 62,000 active; in the data active means inhibition above about 20%, passing the limit was not always enough;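 further: 0% = enzyme without compound and 100% = no enzyme blank; some results filed as inactive read as strong as hits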
# TNAP act DEA = activators of human TNAP at intermediate phosphate acceptor | activation factor at 20 µM | 64,000 tested, under 10 active | purified TNAP, CDP-star luminescence, 100 mM DEA, 30 min; active compounds read high; scale: 0 levamisole-inhibited, 1 vehicle-only enzyme | P05186;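 active means activation factor of at least 2 at 20 µM, relative to controls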
# Target sequence (P05186 whole entry, looked up): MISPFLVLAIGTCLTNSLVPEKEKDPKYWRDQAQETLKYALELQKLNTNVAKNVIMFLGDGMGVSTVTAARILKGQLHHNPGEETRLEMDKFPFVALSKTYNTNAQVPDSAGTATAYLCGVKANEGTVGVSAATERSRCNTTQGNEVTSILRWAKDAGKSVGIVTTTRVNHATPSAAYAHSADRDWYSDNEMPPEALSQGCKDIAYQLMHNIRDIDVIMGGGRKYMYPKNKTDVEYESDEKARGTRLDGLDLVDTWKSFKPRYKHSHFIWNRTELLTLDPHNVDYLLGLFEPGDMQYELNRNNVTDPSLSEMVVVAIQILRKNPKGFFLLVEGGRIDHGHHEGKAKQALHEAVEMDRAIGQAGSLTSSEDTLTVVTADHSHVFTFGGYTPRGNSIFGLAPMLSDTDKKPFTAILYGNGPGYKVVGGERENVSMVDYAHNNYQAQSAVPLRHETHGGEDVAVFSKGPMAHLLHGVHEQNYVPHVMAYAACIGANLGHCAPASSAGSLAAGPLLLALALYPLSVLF
# The depositor's hits bear a star; · = no result given.
nr	structure	D1 mod	RORA act	Hsp90 inh	Cdc25B inh	Her2 expr inh	SF1 activator	MKP-1 inh	FXIIa mix inh	TNAP act DEA
1	O=C(COC(=O)C1CCC1)NCc1ccccc1Cl	0.00102	-0.3	-1.3	-10.8	110.6	0.0	-2.2	-10.9	0.9
2	CC12CN3CC(C)(CN(C1)C3c1cc3ccccc3[nH]1)C2=O (configuration not stated)	-1.07	6.2	-2.7	5.1	85.2	2.9	-22.8	7.1	1
3	O=C(COc1ccc(Cl)cc1Cl)Nc1ccc2nc3n(c(=O)c2c1)CCCC3	·	-2.4	-1.3	-9.5	74.2	15.3	20.1	2.5	1
4	COc1ccc(CN2CC(C(=O)NCCN3CCN(c4ccccc4F)CC3)CC2=O)cc1 (configuration not stated)	-1.58	-2.2	0.7	-4.3	111.7	-19.4	14.4	0.8	1
5	Brc1cccc(-c2nnc3n2CCC3)c1	0.138	0.3	·	1.7	97.6	-3.9	6.6	-10.9	1
6	Cc1ccc(C(=O)C(C)OC(=O)C2CC(=O)N(C3CCCCC3)C2)cc1 (configuration not stated)	·	-14.6	-0.1	-0.6	100.7	-4.2	2.1	3.9	1
7	CCCOc1ccc(C(=O)c2nc3c(n2O)CCCC3)cc1	0.951	-6.8	-4.4	-6.3	82.8	2.0	-26.2	-1.7	0.9
8	O=c1c2c(nc3c(-c4ccc(Cl)cc4)c[nH]n13)CCCC2	1.49	16.5	2.3	0.0	81.0	-44.4	-15.6	2.8	0.9
9	Cc1occc1-c1nnc(SCC(=O)N2CCOCC2)n1CCc1ccccc1	-0.59	6.2	-0.1	-5.1	52.6	16.9	-18.3	-17.6	0.9
10	O=C(CN1CCc2ccccc21)NC(=O)NCc1ccco1	1.14	20.8	-7.5	-4.2	82.6	5.0	31.0	3.7	0.9
11	Cc1cccc(-n2c(SCC(=O)NCc3ccco3)nnc2-c2ccco2)c1	1.84	1.7	-3.0	-6.5	85.0	-6.4	2.3	28.2	0.9
12	O=C(NCCc1ccccc1)/C(=N\O)c1ccccc1	·	14.0	0.9	5.0	149.6	64.0*	-16.9	·	0.9
13	CC(=O)Nc1ccccc1Sc1ccccc1	-0.0745	-28.0	-0.7	-3.1	119.4	-2.5	1.2	0.8	0.9
14	CC(=O)N(c1c(C)n(C)n(-c2ccccc2)c1=O)C1(C(=O)NC2CCCC2)CCCCC1	-0.122	38.1	·	-13.5	95.2	-13.8	23.2	-4.3	1
15	CCSc1nnc2c(n1)OC(C)(C)Nc1ccccc1-2	-0.38	22.9	-0.5	-1.7	·	7.3	4.3	12.2	0.9
16	O=C(NCc1ccccc1Cl)C1CCN(S(=O)(=O)N2CCC3(CC2)OCCO3)CC1	1.21	-8.5	-2.9	-7.5	95.6	-1.4	0.3	-1.9	0.9
17	CCOC(=O)SC1=N/C(=C\c2ccc(N(C)C)cc2)C(=O)S1	-0.296	1.3	-31.3	-2.1	59.4	-3.4	9.7	3.3	0.8
18	Cc1nn2c(-c3cccc(NC(=O)CSc4nc5ccccc5o4)c3)nnc2c2ccccc12	0.0352	20.3	-7.2	-5.3	93.2	40.3	32.6	1.3	0.9
19	Cc1ccccc1S(=O)(=O)Cc1ccc(C(=O)NCCN2CCCCC2C)o1 (configuration not stated)	0.257	-1.4	0.4	13.4	87.8	-7.0	-7.5	-2.8	1
20	Nc1cccc(-n2nncc2-c2ccc(Cl)cc2)c1	4.48	4.6	·	-6.9	114.9	0.0	9.3	3.3	0.9
21	O=C(CN1CCOCC1)Nc1cccc(Cl)c1Cl	1.65	-8.0	-5.1	-9.3	94.8	-8.0	-4.0	3.8	0.9
22	CC1CN(C(=O)N2c3ccccc3Sc3ccccc32)C(C)CC1=O (configuration not stated)	-0.405	1.6	-0.6	-19.1	106.2	-12.6	29.0	3.5	1
23	COC(=O)c1cccc(OCC(O)Cn2cnc3cc(C)c(C)cc32)c1 (configuration not stated)	·	-6.0	-1.1	-8.0	78.6	-1.6	14.0	-23.7	1
24	CCN1CCCC1CNC(=O)c1csc2c1CCCC2 (configuration not stated)	-0.622	-14.3	-4.8	-8.9	111.0	-1.3	-0.1	-0.8	0.9
25	O=C(Nc1nnc(-c2cccs2)o1)c1cccc(Oc2ccccc2)c1	-0.523	-6.9	3.1	-4.7	90.6	-4.0	16.2	4.2	1
26	COc1ccc(OC)c(N(CC(=O)Nc2ccccc2)S(C)(=O)=O)c1	-0.71	-0.2	1.1	-7.7	106.5	-10.9	14.4	-7.0	0.9
27	CC(=O)N(CCc1ccccc1C)Cc1cc2cc3c(cc2[nH]c1=O)OCO3	1.6	-5.3	-4.4	6.2	43.3	4.1	6.2	2.2	0.9
28	CCOC(=O)c1c(N)sc(C(=O)Nc2ccc3c(c2)OCO3)c1C	-4.37*	-53.9	1.1	-0.2	93.5	-52.7	9.8	2.3	0.8
29	Cc1nc2ccccn2c1/C(O)=C1\C(=O)C(=O)N(CCCN(C)C)C1c1ccc(F)cc1 (configuration not stated)	-0.0896	10.2	-0.1	-4.4	119.3	29.2	-1.6	-3.3	0.8
30	c1ccc(-n2c(-c3ccco3)nnc2N2CCOCC2)cc1	·	-8.1	-0.5	-13.8	93.0	-7.7	-18.4	-0.2	0.9
31	Cn1cnc2c(N3CCCCC3)nccc21	-0.428	-7.2	0.1	10.4	134.4	6.4	-4.3	14.4	0.9
32	CCc1nnc2sc(-c3cc(-c4ccccc4)nc4ccccc34)nn12	2.42	2.4	-3.2	-7.7	·	5.8	17.8	12.5	0.9

# Four of the compounds above, as labelled records:
28: CCOC(=O)c1c(N)sc(C(=O)Nc2ccc3c(c2)OCO3)c1C
  D1 mod = -4.37*
  RORA act = -53.9
  Hsp90 inh = 1.1
  Cdc25B inh = -0.2
  Her2 expr inh = 93.5
  SF1 activator = -52.7
  MKP-1 inh = 9.8
  FXIIa mix inh = 2.3
  TNAP act DEA = 0.8

29: Cc1nc2ccccn2c1/C(O)=C1\C(=O)C(=O)N(CCCN(C)C)C1c1ccc(F)cc1 (configuration not stated)
  D1 mod = -0.0896
  RORA act = 10.2
  Hsp90 inh = -0.1
  Cdc25B inh = -4.4
  Her2 expr inh = 119.3
  SF1 activator = 29.2
  MKP-1 inh = -1.6
  FXIIa mix inh = -3.3
  TNAP act DEA = 0.8

27: CC(=O)N(CCc1ccccc1C)Cc1cc2cc3c(cc2[nH]c1=O)OCO3
  D1 mod = 1.6
  RORA act = -5.3
  Hsp90 inh = -4.4
  Cdc25B inh = 6.2
  Her2 expr inh = 43.3
  SF1 activator = 4.1
  MKP-1 inh = 6.2
  FXIIa mix inh = 2.2
  TNAP act DEA = 0.9

25: O=C(Nc1nnc(-c2cccs2)o1)c1cccc(Oc2ccccc2)c1
  D1 mod = -0.523
  RORA act = -6.9
  Hsp90 inh = 3.1
  Cdc25B inh = -4.7
  Her2 expr inh = 90.6
  SF1 activator = -4.0
  MKP-1 inh = 16.2
  FXIIa mix inh = 4.2
  TNAP act DEA = 1

# The list continues.
nr	structure	D1 mod	RORA act	Hsp90 inh	Cdc25B inh	Her2 expr inh	SF1 activator	MKP-1 inh	FXIIa mix inh	TNAP act DEA
33	COc1ccc(S(=O)(=O)N2Cc3ccccc3CC2C(=O)O)cc1OC (configuration not stated)	·	-8.1	0.4	-8.6	77.0	-10.0	13.8	1.6	0.9
34	CCC(=O)Oc1ccc(/C(CC)=C(\CC)c2ccc(OC(=O)CC)cc2)cc1	0.828	2.9	1.2	-10.4	96.4	0.3	-16.1	4.6	0.8
35	Cc1ccc(-c2nnn(CC(=O)N(c3ccccc3F)C(C(=O)NC3CCCC3)c3ccco3)n2)o1 (configuration not stated)	-0.012	0.8	-2.9	4.8	59.4	31.2	17.3	3.2	1
36	Cc1cccc(-c2nc(CS(=O)CC(=O)N3CCc4ccccc4C3)c(C)o2)c1 (configuration not stated)	-0.0525	10.5	-2.4	-8.3	70.7	-0.8	9.9	-22.0	1
37	CC1(C)Cc2c(C#N)c(NCc3ccco3)nc(-c3ccco3)c2CO1	·	5.5	-4.4	-35.1	102.2	-19.1	-18.4	·	0.9
38	CC1CC(C)CN(C(=O)COc2ccc(-c3nnco3)cc2)C1 (configuration not stated)	1.02	-20.5	-5.5	-18.7	60.9	-16.0	-4.6	1.6	0.9
39	CCOC(=O)C(C)Oc1cccc2c(=O)n(CC(=O)NCc3ccc4c(c3)OCO4)ccc12 (configuration not stated)	1.15	47.8	-4.3	-14.0	74.2	-83.1	5.2	3.8	1
40	CC1(C)NC(=O)N(CC(O)CN2CCOCC2)C1=O (configuration not stated)	0.366	-8.5	3.1	3.3	90.8	0.9	20.6	-0.1	0.9
41	Cc1ccc2c(c1)nnn2C1CCN(CC(=O)NCCc2ccccc2)CC1	1.79	-15.1	-8.1	-25.9	92.4	-11.6	3.7	5.8	0.9
42	O=C1N(CN2C(=O)C3(OCCO3)c3ccccc32)c2ccccc2C12OCCO2	0.339	7.8	-3.8	-8.3	92.9	-0.9	38.0	3.6	1
43	CCCn1c(=O)c(C(=O)Nc2nnc(CC)s2)c(O)c2ccccc21	-0.0124	3.9	1.5	5.4	78.0	19.1	-13.1	11.5	0.9
44	Cc1c(C(=O)N2CCCCC2)sc(NC(=O)C2CC2)c1C#N	1.09	-0.5	-2.1	0.4	114.0	2.2	-12.3	3.7	0.8
45	Cn1c(SCC(=O)N2CCOCC2)nnc1-c1cnccn1	-0.937	2.0	1.2	1.0	71.3	6.4	-2.0	3.6	0.9
46	COC(=O)COc1ccc2oc(=O)cc(C)c2c1	0.00198	-19.2	-1.1	-1.9	62.2	12.2	7.2	3.5	1
47	COC(=O)Nc1ccc(C)cc1NC(=O)OC	-0.627	-5.1	1.4	-7.7	122.2	-8.1	-5.5	6.1	0.9
48	CC(C)(C)c1ccc(OCC(=O)NCc2ccco2)c(Br)c1	0.023	-21.0	-20.1	2.7	127.4	-3.9	35.2	1.5	1
49	O=C(CN1CCOc2ccccc21)NC1CCCCCCC1	0.818	21.8	0.8	-9.3	99.7	9.9	-6.8	10.5	1
50	COc1ccc(C2c3c(-c4cc(Cl)c(C)cc4O)n[nH]c3C(=O)N2Cc2cccnc2)cc1OC (configuration not stated)	4.27*	1.5	-0.8	-0.8	87.2	-4.3	16.3	-12.0	0.9
51	c1ccn2cc(CSc3nnc4ccccn34)nc2c1	-1.17	56.8*	-2.7	-4.4	80.2	57.6*	-8.1	8.0	1
52	c1ccc(N(c2ccccc2)c2nc(-n3ccnc3)nc(-n3ccnc3)n2)cc1	5.7*	18.0	-0.3	-2.2	99.8	0.2	-24.1	2.9	0.8
53	Cc1ccc(C)c(NC(=O)Cn2nnc(C(=O)Nc3c(C)cccc3C)c2N)c1	1.03	1.9	2.0	9.1	78.7	-3.0	2.7	-1.1	0.9
54	Cc1cc(Nc2ccc3c(c2)OCCO3)n2nc(C)nc2n1	0.475	-13.8	-0.3	0.3	90.6	-10.6	-9.3	-1.3	1
55	CCOc1ccccc1NC(=O)CN(c1ccc(C)cc1)S(=O)(=O)c1c(C)n[nH]c1C	0.342	15.3	6.1	-1.7	104.7	-10.9	30.9	8.3	1
56	COc1ccc2c(CC(=O)Nc3ccc(OC)c(NS(=O)(=O)c4ccc(F)cc4)c3)coc2c1	-1.22	-11.1	-1.1	-2.7	87.0	4.3	16.7	4.8	0.9
57	CCc1nnc(NC(=O)CSc2nnc(-c3c[nH]c4ccccc34)n2CCOC)s1	·	-1.2	-1.8	-2.0	114.6	10.7	28.2	5.0	1
58	COc1ccc2c(C=Nc3c(C)n(C)n(-c4ccccc4)c3=O)c(O)n(Cc3ccco3)c(=O)c2c1	0.829	-11.3	-2.1	-12.5	97.7	-6.8	13.3	7.3	0.8
59	O=c1nc(-c2ccccc2)n(-c2ccccc2)c2ncccc12	1.98	2.0	-1.2	9.1	129.8	6.3	20.0	-2.9	0.9
60	CN1C(=O)Cc2cc(S(=O)(=O)N3CCOCC3)ccc21	-0.1	-17.5	-1.4	10.2	102.1	-4.2	-10.2	0.2	0.9

# Assay outcomes deposited in PubChem by several laboratories.
